Screening data: PubChem BioAssay, The Scripps Research Institute Molecular Screening Center
PLC-gamma1 inh: PLC-gamma1 enzyme inhibitors, primary screen, biochemical, fluorescence, purified enzyme; fluorogenic substrate; inhibition, % at 12.2 µM; actives 0.84% (n = 370,000); AID 720700, 2013; in the data active = inhibition above about 9.5%
PLC-beta3 inh: human PLC-beta3 inhibitors, primary screen, biochemical, fluorescence. 1-phosphatidylinositol 4,5-bisphosphate phosphodiesterase beta-3 (Homo sapiens), Q01970. Purified PLC-beta3, fluorogenic substrate. inhibition, % at 12.2 µM. actives 0.18% (n = 370,000). AID 720704, 2013; in the data active = inhibition above about 11%;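 also: 0% = median of compound wells on plate and 100% = full blocker control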
ADAM17 inh: ADAM17 inhibitors, primary screen, biochemical, QFRET; inhibition, % at 6.95 µM; recombinant ADAM17, EDANS/DABCYL FRET peptide cleavage; actives 0.83% (n = 370,000); Disintegrin and metalloproteinase domain-containing protein 17 (Homo sapiens), P78536;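 active = inhibition above the mean of compounds lying between control limits plus 3 SD, set per campaign, cut at about 8.5% in these data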;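 also: 0% = DMSO-only wells as the low control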
ASAP1 GAP inh: inhibitors of human ASAP1 ArfGAP activity, primary screen, biochemical, fluorescence polarization; inhibition, % at 16.5 µM; AID 624377, 2012; ASAP1-stimulated ARF1 GTP hydrolysis, GDP FP detection; actives 0.19% (n = 360,000); in the data active = inhibition above about 25%;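 also: 0% = vehicle with enzyme and substrate and 100% = no enzyme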
Target sequence (Q9ULH1 325-724 limits assumed): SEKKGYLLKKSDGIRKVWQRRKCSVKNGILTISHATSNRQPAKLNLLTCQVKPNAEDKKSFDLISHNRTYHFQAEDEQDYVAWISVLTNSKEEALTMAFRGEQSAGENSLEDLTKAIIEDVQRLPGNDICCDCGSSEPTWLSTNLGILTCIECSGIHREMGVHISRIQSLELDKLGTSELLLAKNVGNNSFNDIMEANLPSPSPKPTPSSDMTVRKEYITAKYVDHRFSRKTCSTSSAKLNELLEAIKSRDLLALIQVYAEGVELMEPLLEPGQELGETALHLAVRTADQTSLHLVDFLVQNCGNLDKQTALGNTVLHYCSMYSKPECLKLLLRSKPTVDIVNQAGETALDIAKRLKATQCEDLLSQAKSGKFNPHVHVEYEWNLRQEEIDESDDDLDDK
ADAM10 inh: human ADAM10 inhibitors, primary screen, biochemical, QFRET, HTS | Disintegrin and metalloproteinase domain-containing protein 10 (Homo sapiens), O14672 | recombinant ADAM10, EDANS/DABCYL FRET peptide cleavage, 3 h | inhibition, % at 7 µM | actives 0.62% (n = 370,000);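 active = inhibition above a per-campaign cutoff equal to the mean of compounds falling between control-based bounds plus 3 SD, cut at about 20% in these data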;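 also: 0% = DMSO wells while the 100% control is not disclosed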
TDP2 inh: human TDP2 enzyme inhibitors, primary screen, biochemical, epi absorbance, recombinant enzyme; actives 0.34% (n = 370,000); AID 720702, 2013; T5PNP hydrolysis, p-nitrophenol absorbance 415 nm; inhibition, % at 12.8 µM; Tyrosyl-DNA phosphodiesterase 2 (Homo sapiens), O95551;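 active = inhibition above the mean of all tested compounds plus 3 SD, set per campaign, cut at about 25% in these data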;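 also: 0% = DMSO with enzyme and 100% = buffer with substrate but no TDP2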
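Read-out basis: percent inhibition. System: recombinant human TDP2. Buffer or medium: Mg2+-containing Tris-HCl buffer, pH 7.5. Repeats: single replicate. Timing: reaction 2 h, 37 °C. Benchmarks: high control without enzyme, low control DMSO plus TDP2. Probe or stimulus: 5 mM T5PNP. Doses: 12.8 µM only. Measured by: epi absorbance of p-nitrophenol freed from T5PNP by hydrolysis.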
SIAE inh: human SIAE inhibitors, primary screen, biochemical, fluorescence polarization, FP-Rh probe, 1536-well HTS; Sialate O-acetylesterase (Homo sapiens), Q9HAT2; SIAE FP-Rh probe binding; inhibition, % at 9.66 µM; actives 0.69% (n = 370,000);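 active = inhibition above a cutoff: mean of compounds within the control limits plus 3 SD of those, cut at about 17% in these data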;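 also: 0% = plate median of compound wells and 100% = probe without SIAE protein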
Target sequence (Q9HAT2 whole entry, looked up): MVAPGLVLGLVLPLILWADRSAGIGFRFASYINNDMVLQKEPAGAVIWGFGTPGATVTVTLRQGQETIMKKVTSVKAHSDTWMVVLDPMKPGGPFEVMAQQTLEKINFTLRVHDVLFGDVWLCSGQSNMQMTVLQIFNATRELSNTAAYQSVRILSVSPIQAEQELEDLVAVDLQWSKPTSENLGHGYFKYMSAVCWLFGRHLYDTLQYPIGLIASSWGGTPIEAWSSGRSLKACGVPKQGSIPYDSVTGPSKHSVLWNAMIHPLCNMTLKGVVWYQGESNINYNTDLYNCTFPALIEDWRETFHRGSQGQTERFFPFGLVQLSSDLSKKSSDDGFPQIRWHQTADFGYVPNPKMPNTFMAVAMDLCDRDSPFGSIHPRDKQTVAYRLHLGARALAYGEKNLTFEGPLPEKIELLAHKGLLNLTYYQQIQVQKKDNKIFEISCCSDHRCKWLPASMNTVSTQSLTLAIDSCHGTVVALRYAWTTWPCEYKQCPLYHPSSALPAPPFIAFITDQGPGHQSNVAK
Tn7 DDE FP: inhibitors of Tn7 peptide binding to fibrin DD(E), primary screen, biochemical, fluorescence polarization, human fibrin, Tn7 probe | Fibrinogen beta chain (Homo sapiens), P02675 | FP displacement of FITC-Tn7 peptide from fibrin DD(E); 0% = median of compound wells per plate | inhibition, % at 8.3 µM | actives 0.13% (n = 370,000);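 active = inhibition above the mean of compounds falling within the control limits plus 3 SD of them, cut at about 14% in these data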;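 also: 0% = plate median of compound wells and 100% = 10 µM Aha-Tn7 peptide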
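Assay system: human fibrin DD(E) protein / Input: 2 µM fibrin DD(E) / Benchmarks: high control of 10 µM Aha-Tn7 peptide / Measured by: fluorescence polarization of the labelled Tn7 tracer / Medium: Tris buffer with calcium and detergent, pH 7.8 / Timing: 10 min compound pre-incubation, 3 h probe incubation at room temperature / Repeats: one replicate per compound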
ARFGAP1 inhibitor: inhibitors of rat ARFGAP1 GAP activity, primary screen, biochemical, fluorescence polarization, GDP tracer; Arfgap1-stimulated ARF1 GTP hydrolysis, GDP FP detection; actives 0.26% (n = 360,000); AID 651572, 2012; inhibition, % at 16.5 µM;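 active = inhibition above a per-plate limit, mean inhibition of low control wells plus 3 SD, cut at about 25% in these data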;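 also: 0% = DMSO wells with enzyme and 100% = wells lacking Arfgap1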
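Repeats: one replicate per compound; assay system: rat Arfgap1 catalytic domain, aa 1-136; times: enzyme reaction 120 min at 25 °C after 20 min preincubation; detection: FP of antibody-bound GDP Alexa 633 tracer, ex 620/em 688 nm; benchmarks: high control wells lacking Arfgap1, low control full reaction with DMSO; reagent: human ARF1(Δ1-17)-GTP substrate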
Tn6 DDE FP: inhibitors of Tn6 peptide binding to fibrin DD(E), primary screen, biochemical, fluorescence polarization, human fibrin, Tn6 probe. inhibition, % at 8.3 µM. Fibrinogen beta chain (Homo sapiens), P02675. actives 0.21% (n = 370,000). Fibrin DD(E) TRITC-Tn6 fluorescence polarization displacement;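 active = inhibition above a per-campaign cutoff: mean of compounds within control limits plus 3 SD, cut at about 15% in these data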;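 also: 0% = median of all compound wells on the plate and 100% = blocking peptide control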
Starred values were filed as active, the others as inactive; i = inactive.

molecule	PLC-gamma1 inh	PLC-beta3 inh	ADAM17 inh	ASAP1 GAP inh	ADAM10 inh	TDP2 inh	SIAE inh	Tn7 DDE FP	ARFGAP1 inhibitor	Tn6 DDE FP
CCc1ccc(NC(=O)CSc2nc(=O)n(CCN(C)C)c3c2CCCC3)cc1	-3	3	-3	-10	-7	3	7	-1	7	-7
COC(=O)c1ccc(NC(=O)CN2C(=O)NC3(CCC(C)CC3)C2=O)cc1 (configuration not stated)	2	-5	0	-8	-1	10	-2	-1	0	-3
COc1cc(/C=C/C(=O)N(Cc2ccccc2)c2ccccn2)cc(OC)c1OC	-16	-14	-8	-12	-30	2	0	-2	4	3
Cc1c2n(c3ccccc13)CCC2=O	i	i	-137	1	-322	-7	5	2	5	-1
O=C(C1CCCN(S(=O)(=O)c2cc(Cl)ccc2Cl)C1)N1CCCC1 (configuration not stated)	5	-3	-3	-14	2	7	0	-2	3	-5
CC(=O)Oc1cc(O)c2c(c1)OC(c1ccc(OC(C)=O)c(OC(C)=O)c1)C(OC(C)=O)C2=O (configuration not stated)	-32	-40	-1	2	-23	6	3	-3	-4	10
CC(=O)Nc1nonc1-c1nc2ccccc2n1CCC#N	-27	-34	-9	-10	-40	0	0	-8	9	2
Cn1c(=O)c(N)c2c3c(c(Br)ccc31)C(=O)c1ccccc1-2	i	i	1	-1	2	19	28*	-6	-6	16*
O=C(Cc1ccc(NC(=O)C2CCCN(C(=O)C3CCC3)C2)cc1)Nc1cccc(C(=O)N2CCCC2)c1 (configuration not stated)	1	-1	6	5	2	-10	-5	0	4	3
O=C(CNCc1ccc(Cl)cc1)Nc1ccc(C(=O)N2CCCCCC2)cc1	1	-5	-7	-20	-2	9	0	-5	-8	5
COc1ccc(C)cc1N(CC(=O)N1CCCCCC1)S(C)(=O)=O	0	-5	-1	0	-5	-3	5	-1	3	4
CC(C)(C)c1ccc(/C=C/C(=O)NC2=NCCS2)cc1	5	3	0	-5	6	4	-4	-3	-1	-5
OC[C@@H]1CN(Cc2ccc(Cl)cc2)C[C@H](n2cnc3c(N4CCCC4)ncnc32)O1	3	2	-4	-10	1	-1	4	6	4	7
COC(=O)[C@H](Cc1ccccc1)NC(=O)N1CC(C)OC(C)C1 (some centres not stated)	6	5	-7	-1	-7	-8	3	0	1	3
CCOC(=O)c1cc2c(nc1N)CC(C)(C)OC2	-95	-117	-390	-6	i	-2	1	0	0	3
Cc1cc(C(=O)N2CCCc3ccccc32)no1	-4	2	0	-14	0	-8	-1	1	-3	7
COc1ccccc1CNC(=O)C1CCN(S(=O)(=O)c2ccc3c(c2)CC(C)N3C(=O)C2CC2)CC1 (configuration not stated)	4	5	3	2	5	-11	-4	-2	9	-11
COc1cccc(CNC(=O)[C@@H]2CCCN2C(=O)[C@@H]2CCCN2S(=O)(=O)c2ccc(OC)c(C)c2)c1	-3	4	-1	-9	0	1	-2	1	6	3
COc1ccc(NC(C)=[N+](C)CCNS(=O)(=O)c2ccc(Cl)cc2)cc1	-2	-14	-6	-6	-10	-10	0	7	4	9
O=C(COC(=O)c1cc([N+](=O)[O-])ccc1NCc1ccccc1)NC1CCCCC1	-1	0	-4	-6	-3	0	11	0	0	4
Cc1ccccc1NS(=O)(=O)c1ccc(OCC(=O)NCc2cccnc2)cc1	1	2	0	8	1	-2	1	-1	2	-4
CC(OC(=O)c1nc(Cl)ccc1Cl)C(=O)NCc1ccccc1 (configuration not stated)	0	2	-4	3	-15	-5	-2	2	-5	-1
COc1ccc(OCCNC(=O)C(c2ccccc2)c2ccccc2)cc1	-3	-2	-3	4	3	3	12	2	-1	-2
CSc1nc2ccc(NS(=O)(=O)c3ccc(Cl)s3)cc2s1	-2	-5	-2	-4	7	-1	0	4	8	-2
CN(C)/C=C/C(=O)Oc1ccc(Cl)cc1Cl	-1	-1	-7	5	-10	-5	8	4	5	-7
CCc1nc(NCc2ccc3c(c2)OCO3)c2oc3ccccc3c2n1	5	4	8	8	28*	-13	-2	-1	6	-6
COc1ccc(Cc2c(-c3ccc(C#N)cc3)nc3c4ccccc4ccn23)c(C)c1	-39	-61	-15	1	-55	5	-8	-6	-3	4
CC(=O)c1c(C)[nH]c(-c2ccccc2)nc1=S	-18	-38	-5	10	-9	-1	1	-2	4	2
Cc1cc(=O)[nH]c(NC(=O)Cc2ccccc2)n1	0	-7	-4	-14	2	-5	1	5	13	0
COCCN1C(=O)c2oc3cc(C)c(C)cc3c(=O)c2C1c1cccc(O)c1 (configuration not stated)	15*	-1	-4	1	-11	-6	-1	-3	17	-12
CC(C)OC(=O)c1c(NC(=O)C2CC=CCC2C(=O)O)sc2c1CCCCC2 (configuration not stated)	-7	-17	2	-4	-11	-10	4	-8	-6	0
O=C1C=C(NCc2ccncc2)CC(c2ccccc2)C1 (configuration not stated)	-18	-21	-13	4	-12	0	-4	6	17	2
O=C(COc1ccc(Cl)cc1Br)Nc1ccncc1	0	-2	0	4	-1	19	-3	7	-13	1
Cc1nc(C(=O)O)cc2c1[nH]c1ccccc12	i	i	-498	-4	i	-2	-1	-2	-6	-5
Cc1cccc(C)c1OC(=O)CSc1nnc(-c2ccccc2O)o1	-10	-12	-12	-6	-25	-2	2	-6	-8	-9
Cc1noc(C)c1S(=O)(=O)N(C)C[C@H]1OCc2cnnn2CCCC(=O)N([C@@H](C)CO)C[C@H]1C	4	2	-2	5	-2	4	-7	3	5	-5
CC(C)CC(=O)NC(c1ccccc1Cl)c1c(O)ccc2ccccc12 (configuration not stated)	-4	-3	-2	-11	-24	1	0	1	9	-2
COc1cc(NC(=O)COc2ccccc2[N+](=O)[O-])ccc1NC(=O)c1cccs1	2	-11	-11	-3	-5	-13	-16	9	4	1
COc1ccc(C(=O)NCc2nnc(SCC(=O)Nc3cccc(OC)c3)o2)cc1	1	4	-2	0	0	-5	0	-4	6	-12
N#Cc1cnc2ncnn2c1-c1ccccc1	-6	-5	1	5	-4	-8	-1	-7	-4	-2
CC1(C(=O)NCc2cccs2)Cc2c(-c3cccc(C(F)(F)F)c3)ccnc2O1 (configuration not stated)	-3	-1	1	7	5	3	0	4	3	10
Cc1cnc(CNC(=O)c2ccc3oc(C(C)C)nc3c2)[nH]1	-6	-11	-4	-4	-3	-14	6	4	-7	6
C=CCNC(=O)/C(=C\c1ccc(Br)cc1)NC(=O)c1ccccc1OC	0	-1	3	5	-4	-10	0	-5	-2	1
CCOc1ncccc1C(=O)Nc1ccc(Cl)cc1	-3	-3	-3	-7	-3	-2	1	9	-1	0
Nc1[nH]c(C(=O)c2ccccc2)c(-c2cccc3ccccc23)c1C(=O)NCc1ccccc1	-2	-4	1	6	-2	-2	-1	0	-3	-3
Cc1cc(/C=N/NC(=O)c2ccccn2)c(C)n1-c1cccc([N+](=O)[O-])c1	-3	-5	-4	-5	-3	6	1	2	3	6
Oc1ccccc1N1CCN(c2ccc3ccccc3n2)CC1	-8	-18	-2	4	-6	0	3	0	-6	-4
COc1cccc(/C=N/n2c(COc3ccccc3)n[nH]c2=S)c1OC	-9	-21	-3	17	-12	-20	4	-3	3	-1
CCOCCN1CCN(C(=O)CN2CCCC2=O)CC1	-3	1	-1	9	-4	2	0	5	1	2
CNc1c(NS(=O)(=O)c2ccc(Cl)cc2)c(=O)oc2ccccc12	1	-7	1	-7	7	10	-6	5	-2	4
CCC(C)(C)n1nnnc1CN1CCC(O)(c2cccc(C(F)(F)F)c2)CC1	0	2	-1	14	-2	-2	-4	-4	7	6
CCN1CCN(C(=O)CSCc2nc(-c3ccc(OC)c(OC)c3)oc2C)CC1	1	4	-1	-1	-6	4	-1	-6	2	-5
O=C(Nc1cccc(O)c1)c1cccc(S(=O)(=O)N2CCCCCC2)c1	-1	-2	2	-5	4	17	-8	3	3	-2
CCc1nc2ccc(C(=O)NC3CCN(Cc4ccccc4)CC3)cn2c1N(C)Cc1ccc(N(C)C)cc1	4	0	5	-9	10	-10	1	0	2	3
Cc1ccc(N(CC(=O)NCc2ccccc2)C(=O)CCC(=O)Nc2nccs2)cc1	0	-1	-2	-6	-11	4	10	3	-2	7
O=C(c1ccccc1)N1CCc2ccccc21	4	4	0	3	2	-3	-7	-1	-5	-4
Cc1ccccc1CC1(CO)CCCN(C(=O)c2cc(-c3ccccc3)no2)C1 (configuration not stated)	9	3	2	11	-1	-4	-2	-5	8	-2
CCOC(=O)Cc1cc(-c2ccc(O)cc2)nc2ccc3ccccc3c12	i	i	1	0	7	-13	-8	-5	5	-12
C#CCSc1nc2[nH]ncc2c(=O)[nH]1	2	7	-1	-16	5	-10	-3	6	-9	4
CCN(CC(=O)Nc1ccc(NC(C)=O)cc1)C(=O)COc1ccccc1-c1ccccc1	4	-3	2	0	-3	5	-9	2	-7	-8
Cc1ccc(OC(=O)c2ccc3snnc3c2)cc1	4	8	3	-15	5	-12	-3	1	-10	1
Cc1ccc([C@H]2N[C@]3(CCCN(Cc4ccc(Br)cc4)C3=O)[C@H]3C(=O)N(C)C(=O)[C@@H]23)cc1	4	2	2	6	-2	-1	1	-11	-2	4

No enrichment for hits; about 3.6% have a hit in one of these screens.
